ERa coact inh: ER-alpha (human) coactivator binding inhibition; TR-FRET ER-alpha LBD / SRC-1 peptide, estradiol-bound; actives 1.7% (n = 86,000); inhibition, % at 25.6 µM; AID 629; in the data active = inhibition above about 50%;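 note: 0% = receptor plus peptide control and 100% = peptide only without receptor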
Target sequence (P03372 whole entry, looked up, the tested form may be a part): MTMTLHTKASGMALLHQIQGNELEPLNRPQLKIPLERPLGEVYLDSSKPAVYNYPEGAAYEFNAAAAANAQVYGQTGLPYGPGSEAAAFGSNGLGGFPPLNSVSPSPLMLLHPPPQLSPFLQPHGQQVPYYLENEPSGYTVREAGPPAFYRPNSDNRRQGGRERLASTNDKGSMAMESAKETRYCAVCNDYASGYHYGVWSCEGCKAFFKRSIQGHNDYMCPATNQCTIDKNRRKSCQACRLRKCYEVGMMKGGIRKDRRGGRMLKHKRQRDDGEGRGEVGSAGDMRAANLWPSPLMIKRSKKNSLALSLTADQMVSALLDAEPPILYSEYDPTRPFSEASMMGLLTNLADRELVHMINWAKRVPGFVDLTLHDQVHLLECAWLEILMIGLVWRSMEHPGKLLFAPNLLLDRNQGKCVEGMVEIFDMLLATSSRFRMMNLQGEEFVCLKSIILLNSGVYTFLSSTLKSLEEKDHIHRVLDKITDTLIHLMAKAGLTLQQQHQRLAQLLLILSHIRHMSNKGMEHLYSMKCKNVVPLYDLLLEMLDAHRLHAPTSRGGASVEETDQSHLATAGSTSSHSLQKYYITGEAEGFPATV
ERa SRC1 pot: ER-alpha (human) coactivator binding potentiation | P03372 | TR-FRET ERalpha-LBD/SRC-Cy5 coactivator binding, 2 h; 100 = basal binding, no effect | coactivator binding (% of control), % at 25.6 µM | actives 1.3% (n = 86,000); in the data active = activity above about 200%;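 note: binding measured in presence of low estradiol as agonist stimulus; 0% = peptide alone without receptor and 100% = receptor with peptide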
Fibroblast inh: blocks proliferation of human lung fibroblasts. viability, % at 10 µM. actives 1.1% (n = 85,000). AID 719. LL 47 human lung fibroblast viability, ATP luminescence; active compounds read low;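 active = viability at or below 50% in the single dose screen; inactive = viability above 50%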;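 note: compound exposure lasted 72 h before the ATP readout; 100% = median luminescence of untreated cell-only wells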
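Times – overnight cell rest, 72 h compound treatment at 37 °C · Test system – human lung fibroblast line LL 47, low passage · Amount – 1,150 cells in each well · Controls – cell-only wells, no compound · Doses – 0.1% DMSO in all compound wells · Measured by – CellTiter-Glo luminescence · Buffer or medium – IMEM plus 15% FBS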
HUVEC prolif 384: blocks proliferation of human endothelial cells. actives 1.1% (n = 86,000). AID 648. HUVEC proliferation, CellTiter-Glo luminescence, 72 h; active compounds read low. viability, % at 10 µM (by protocol);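 active = viability at or below 30%; inactive = viability above 30%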;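 note: 100% = median luminescence of DMSO-only cell control wells on each plate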
CD11b adhes inh: inhibitors of human CD11b/CD18 binding to fibrinogen; P05107+P11215; actives 0.54% (n = 93,000); AID 1497; inhibition, % at 10 µM; K562 CD11b/CD18 adhesion to fibrinogen, ATPlite luminescence; Mn2+ added to activate the integrin;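 active = primary inhibition of 50% or more at 10 µM, then 40% or more on retest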; note: some results filed as inactive read as strong as hits
CYP2C19 inh: blocks human cytochrome P450 2C19; P33261; CYP2C19 Supersomes, luciferin-H EGE luminescence, 30 min; inhibition, % at 5 µM; actives 21% (n = 96,000);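 active = CYP2C19 inhibition above a set limit at 5 µM in the primary screen, cut at about 50% in these data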;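 note: plate controls were negative control wells for no effect and 2.5 mM tranylcypromine positive control for full effect; values of inactives mirror those of a sister screen read the other way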
Target sequence (P33261 whole entry, looked up): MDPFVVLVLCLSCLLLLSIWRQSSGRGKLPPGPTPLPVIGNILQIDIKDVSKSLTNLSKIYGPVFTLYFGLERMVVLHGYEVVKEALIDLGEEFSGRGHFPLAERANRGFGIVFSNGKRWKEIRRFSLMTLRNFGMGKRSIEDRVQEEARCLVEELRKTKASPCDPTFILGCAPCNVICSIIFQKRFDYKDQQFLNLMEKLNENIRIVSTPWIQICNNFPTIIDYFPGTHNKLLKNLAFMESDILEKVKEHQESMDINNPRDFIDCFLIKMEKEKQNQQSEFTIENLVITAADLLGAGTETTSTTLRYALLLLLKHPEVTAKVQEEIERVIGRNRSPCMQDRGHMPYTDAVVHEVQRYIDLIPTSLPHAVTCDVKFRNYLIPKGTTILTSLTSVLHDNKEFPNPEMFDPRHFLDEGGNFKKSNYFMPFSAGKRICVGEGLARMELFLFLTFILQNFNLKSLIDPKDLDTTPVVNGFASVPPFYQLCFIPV
H69AR inhibit: blocks growth of human H69AR lung tumor cells. viability, % at 10 µM. H69AR lung tumor viability, ATP luminescence, 72 h; active compounds read low. AID 598. actives 6% (n = 85,000);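 active = viability at or below 40%; inactive = viability above 40%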;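 note: multidrug resistant small cell line overexpressing MRP-1 efflux transporter; 100% = mean luminescence of untreated control wells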
CYP2C19 act: increases human CYP2C19 enzyme activity. P33261. recombinant CYP2C19, luciferin-H EGE luminescence; active compounds read high; 0 = fully inhibited enzyme, 1 = untreated enzyme. activation factor at 5 µM. 96,000 tested, under 10 active. AID 1025;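 active = activation factor of at least 2 at 5 µM in the primary screen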;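 note: 0 = wells with 2.5 mM tranylcypromine and 1 = vehicle-only wells; values of inactives mirror those of a sister screen read the other way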
Mac1 fbg enh: CD11b/CD18-fibrinogen binding enhancement. K562 CD11b/CD18 adhesion to fibrinogen, ATPlite luminescence. activation, % at 10 µM. actives 0.07% (n = 93,000);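 active = 10 µM primary screen giving 50% or more activity, confirmed by 40% or more on retest at that dose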; note: strong numbers were not always called active
* hit, by the source's call; x = not tested or not shown; [ ] = dose if it differs, or a comment.

mol	ERa coact inh	ERa SRC1 pot	Fibroblast inh	HUVEC prolif 384	CD11b adhes inh	CYP2C19 inh	H69AR inhibit	CYP2C19 act	Mac1 fbg enh
CCC(C(=O)O)n1c(C(F)(F)F)nc2ccccc21 (stereo not drawn)	-5	113[fluorescence artefact?]	98	91	-12	-6	97	1.1	-1
CCCC(=O)N1CCc2cc(-c3nc(N)sc3C)ccc21	-6[fluorescence artefact?]	96[fluorescence artefact?]	102	93	7	10	75	0.9	4
CCOC(=O)CN1NC2(CCC(C)CC2)NC1=S (stereo not drawn)	6	112	99	103	-39	61*	87	0.4	-3
Nc1cc(=O)[nH]c(=S)n1-c1ccccc1	x	x	x	x	1	-12	x	1.1	2
COc1ccc(-n2c(=O)c3ccccc3n(CC(=O)Nc3cc(C)on3)c2=O)cc1OC	-75[fluorescence artefact?]	114	102	95	-2	8	89	0.9	-4
COc1ccc(C(=O)N2CCC(N3CCN(c4ccccc4)CC3)CC2)cc1OC	-1[fluorescence artefact?]	120	87	108	-27	0	100	1	0
Cc1cnc(C(=O)OCC(=O)N2CCc3ccccc3C2)cn1	5[fluorescence artefact?]	121	108	87	-2	-12	91	1.1	-4
Cn1c(=O)c2c(SCC(N)=O)nc(CC(C)(C)C)nc2n(C)c1=O	x	x	x	x	-5	20	x	0.8	-3
CCOC(=O)CSCc1cn2cc(Cl)ccc2n1	x	x	x	x	-8	8	x	0.9	6
CCOC(=O)C1C(=O)CC(=O)CC1CC(C)SCC (stereo not drawn)	-4	92	98	106	-50	6	93	0.9	7
COc1ccc2c(c1)CCc1c(C(=O)NC3CCCCC3)noc1-2	-24	116	102	100	-15	-1	92	1	3
COc1cccc(S(=O)(=O)NCc2ccc(C(=O)Nc3cccc(Cl)c3)cc2)c1	x	x	x	x	55*	20	x	0.8	1
CCCc1nnc(NC(=O)CC(=O)Nc2ccccc2C(=O)O)s1	-1	109	102	99	8	16	88	0.8	1
CC(=O)Nc1ccc(S(=O)(=O)N[C@H](C(=O)O)C(C)C)cc1	-3	103	100	81	10	-4	94	1	-4
O=C(NC1(C(F)(F)F)NC(=O)N(Cc2cccnc2)C1=O)c1ccccc1Cl (stereo not drawn)	2	95[fluorescence artefact?]	109	104	x	40	89	0.6	x
Cn1c(=O)c2c(nc(CN3CCc4ccccc4C3)n2Cc2ccc(Cl)cc2)n(C)c1=O	-11	112	104	107	x	x	81	x	x
COc1ccc(OC)c(C2C=C(c3ccc(C)c(C)c3)Nc3nnnn32)c1 (stereo not drawn)	5[fluorescence artefact?]	110	64	60	7	97*	14*	0	-3
O=C(NCc1cccs1)C1CCN(c2ccc(S(=O)(=O)N3CCOCC3)cc2Cl)CC1	-3	113	59	54	34	48	18*	0.5	-8
CCN1CCN(C(=O)c2ccc3c(=O)n(C4CCCC4)c(=S)[nH]c3c2)CC1	-4	88	87	85	0	8	87	0.9	5
COCC(=O)N(Cc1cc2ccccc2[nH]c1=O)c1ccc(OC)cc1	-6	103	93	91	-3	3	45	1	-1
CCN(CC)CCN1C(=O)C(=O)/C(=C(/O)c2c(C)[nH]c(C(=O)OC)c2C)C1c1cccnc1 (stereo not drawn)	-25	118	99	96	14	-12	106	1.1	-4
O=C(NCc1ccccn1)c1ccc(=O)oc1	1	110	98	96	-17	-6	65	1.1	4
COc1ccc(Cl)cc1C(=O)Nc1ccc(NC(=O)c2ccco2)cc1	43[fluorescence artefact?]	197	98	92	-7	4	73	1	7
Fc1ccc(-c2nnc3ccc(N4CCCC4)nn23)cc1	12[fluorescence artefact?]	86[fluorescence artefact?]	86	78	-3	-1	64	1	1
Cc1cc2occ(CC(=O)Nc3nccs3)c2cc1C(C)C	x	x	x	x	16	-17	x	1.2	2
Cc1[nH]nc(N=CC2=C(O)CC(c3ccco3)CC2=O)c1-c1ccccc1 (stereo not drawn)	-5	115	96	93	-4	28	46	0.7	2
O=C(CSc1nccn1-c1cccc(Cl)c1)NC1CCCC1	1[fluorescence artefact?]	101	102	92	14	84*	75	0.2	-7
CCc1cccc(CC)c1-n1c(SCn2nnc3ccccc3c2=O)nnc1-c1cccnc1	x	x	x	x	-4	96*	x	0	0
COc1ccc(CC(=O)Nc2ccc(S(=O)(=O)NCC3CCCO3)cc2)cc1 (stereo not drawn)	-7	94	103	107	-17	8	104	0.9	1
O=C(CN1C(=O)COc2ccccc21)N(Cc1cccnc1)Cc1cccc(F)c1	-6[fluorescence artefact?]	115	99	101	-13	87*	74	0.1	1
CC(=O)Nc1cc(C(=O)N2CCCC2)ccc1Sc1ccc(Cl)cc1	-4	96	99	95	5	29	85	0.7	-5
Cc1ccc2c(c1)-c1ccccc1S(=O)(=O)N2	19	110	101	84	-4	-4	74	1	-3
Cc1ccc(C)c(N2CCN(C(=O)c3cc4ccccc4oc3=O)CC2)c1	-8	104	105	87	-5	38	101	0.6	2
O=C(Nc1ccc(-n2nncc2-c2ccco2)cc1)c1cc2ccccc2oc1=O	69*	186	54	78	-7	44	x	0.6	168*
COC(=O)N(C)c1nc2ccccc2s1	-1[fluorescence artefact?]	107	109	99	0	1	95	1	-2
CN1C(=O)CSc2ccc(C(=O)O)cc21	1	92	104	113	-17	0	108	1	-1
COc1ccc(OC)c(-n2c(SCC(=O)N3CCc4ccccc43)nc3c(c2=O)SCC3)c1	-3	107	84	79	x	x	85	x	x
CN(Cc1ccccc1)C(=O)COC(=O)c1ccc2c(c1)OCO2	3	97	89	90	-27	26	x	0.7	2
Cn1cc(CC(=O)N2CCN(c3ccc(Cl)cc3)CC2)c2ccccc21	0	81	98	103	6	71*	86	0.3	-2
CCn1c(=O)n(CC)c2cc(S(N)(=O)=O)c(C)cc21	5	121	93	90	0	-24	100	1.2	-2
CC(C)(C)n1cnc2cc(NS(=O)(=O)c3ccccc3)ccc21	13	99	39*	100	4	79*	98	0.2	-1
CC1CCN(C(=O)CSc2nnc(Cc3cc(=O)[nH]c(=O)[nH]3)n2-c2ccc(Cl)cc2)CC1	-7[fluorescence artefact?]	90[fluorescence artefact?]	95	101	-8	8	91	0.9	-1
CC(C)C(=O)Nc1ccc(C(=O)NC2CCSC2=O)cc1 (stereo not drawn)	15	204*	94	87	-2	1	71	1	4
Cc1ccc(C(=O)O)cc1NC(=O)c1cccs1	-5	107[fluorescence artefact?]	113	92	x	x	98	x	x
O=c1nc2n(c3cc(Cl)c(S(=O)(=O)N4CCOCC4)cc13)CCCCC2	3	134	97	91	-5	-13	98	1.1	-6
CCCc1nc(SCC(=O)c2ccc(OC)cc2)c2c(=O)n(C)c(=O)n(C)c2n1	-1	119[fluorescence artefact?]	108	94	-13	-10	98	1.1	-1
COc1ccc(C(=O)NCC(=O)n2nc(C)cc2C)cc1OC	20	116	102	115	2	-20	98	1.2	2
CCCc1ncc(C(=O)c2ccc(OC)cc2)n1C	-19	100	99	96	3	49	106	0.5	-1
CCOC(=O)CSc1nnc(-c2ccc(OC)cc2OC)o1	10	104	88	88	-3	-12	93	1.1	3
CCc1cc2c(cc(C(=O)O)n2C)s1	8[fluorescence artefact?]	97	96	86	-19	6	86	0.9	-2
O=C(Nc1ncc2c(n1)-c1ccccc1OC2)c1ccc(Cl)cc1Cl	x	x	x	x	4	22	x	0.8	8
CC(C)n1c(SCC(=O)Nc2ccc3c(c2)OCO3)nc2c1c(=O)n(C)c(=O)n2C	0	86[fluorescence artefact?]	85	102	-24	31	63	0.7	-1
CCc1nnc(NC(=O)c2ccc(S(=O)(=O)NC3CCCCC3)cc2)s1	4	96	57	74	-44	14	68	0.9	-3
COCCn1c(SCCCc2ccccc2)nc2c1c(=O)[nH]c(=O)n2C	15	79	94	85	-8	43	69	0.6	1
CCOC(=O)C(C)Oc1ccc2c(C)cc(=O)oc2c1C(C)=O (stereo not drawn)	13	111	104	98	-8	58*	95	0.4	-6
COC(=O)n1c(=O)oc2cc(S(=O)(=O)N3CCOCC3)ccc21	-2	107[fluorescence artefact?]	x	100	-5	1	101	1	0
NC(=O)C1CCN(C(=O)C23CC4CC(CC(C4)C2)C3)CC1	x	x	x	x	6	-8	x	1.1	-3
COc1ccc(C(=O)CSc2nnc(-c3ccco3)n2CC2CCCO2)cc1 (stereo not drawn)	9[fluorescence artefact?]	98	102	102	2	26	76	0.7	-2
Cc1n[nH]c(C)c1N1C(=O)c2cccc3cc(Br)cc(c23)C1=O	1	123[fluorescence artefact?]	104	92	-14	-5	63	1.1	0
CNC(=O)CSc1nnnn1CCCOC	-4	137	94	100	0	-6	100	1.1	0

Next section:
mol	ERa coact inh	ERa SRC1 pot	Fibroblast inh	HUVEC prolif 384	CD11b adhes inh	CYP2C19 inh	H69AR inhibit	CYP2C19 act	Mac1 fbg enh
Cc1ccc(CNC(=O)c2cc3c(=O)n(C)c4ccccc4c3n2C)o1	5	145[fluorescence artefact?]	93	89	-16	7	63	0.9	-1
NC1=NC2=C(CCCC2)C2(CCCCC2)S1	-6	108	82	88	-4	19	54	0.8	1
CC(C)(C)CC(=O)NC(=S)N1CCCCCC1	x	x	x	x	-14	14	x	0.9	0
CC(C)(O)C#Cc1ccc(C(=O)NCc2cccs2)s1	-13	109	101	89	x	-8	74	1.1	x
COc1ccc(NC(=O)CSc2nnc(C)n2Cc2ccccc2)cc1	1	96	100	101	x	30	84	0.7	x
CCC(c1c(C)n(C)n(-c2ccccc2)c1=O)c1c(C)n(C)n(-c2ccccc2)c1=O	3[fluorescence artefact?]	88	98	89	0	3	103	1	-5
O=C(c1cc2nc(-c3ccco3)cc(C(F)(F)F)n2n1)N1CCCCCC1	-4[fluorescence artefact?]	116[fluorescence artefact?]	96	102	15	4	88	1	-5
Cc1cc(C(F)(F)F)nn1CC(=O)NNC(=S)Nc1cccc(Cl)c1	x	x	x	x	9	21	x	0.8	-2
O=C1Nc2ccccc2S/C1=C/Nc1cccc(Cl)c1	x	x	x	x	-1	-1	x	1	21
O=C1C2=C(Nc3ccccc3SC2c2ccco2)c2ccccc21 (stereo not drawn)	-5[fluorescence artefact?]	120[fluorescence artefact?]	90	72	34	19	52	0.8	0
O=C(Nc1nccs1)c1cccc(N2C(=O)c3cccc4c([N+](=O)[O-])ccc(c34)C2=O)c1	x	x	x	x	-28	25	x	0.8	55
COCCNc1ncnc2c1cnn2Cc1ccc(Cl)cc1	-12	98	98	81	-2	82*	68	0.2	-2
CCOc1ccc(-n2nc3c(-n4ncc(C#N)c4N)nnc(C)c3c2C)cc1	-5	85[fluorescence artefact?]	96	99	x	x	93	x	x
Clc1ccc(OCCn2c(-c3ccco3)nc3ccccc32)cc1	0	70	92	95	-1	59*	88	0.4	-3

An excerpt from above, showing only CD11b adhes inh, ERa coact inh and H69AR inhibit.
| SMILES | CD11b adhes inh | ERa coact inh | H69AR inhibit |
| --- | --- | --- | --- |
| Nc1cc(=O)[nH]c(=S)n1-c1ccccc1 | 1 | x | x |
| CCCc1nnc(NC(=O)CC(=O)Nc2ccccc2C(=O)O)s1 | 8 | -1 | 88 |
| Cc1ccc(C(=O)O)cc1NC(=O)c1cccs1 | x | -5 | 98 |

High-throughput results: PubChem BioAssay, several laboratories
